# TbPYK inhibitor – inhibitors of Trypanosoma brucei pyruvate kinase. Potency, µM (doses to about 76.8 µM), without a hit: at the top dose activity, negative = inhibition, usual class: inhibitors. 0.12% of 410,000 active. TbPYK enzyme, Kinase-Glo Plus ATP luminescence, 45 min; also: nearly all actives have a fitted effect of over 50% in size
#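 Readout: single end-point luminescence (Kinase-Glo Plus, 10 min). Reaction conditions were TbPYK/substrate plus 130 uM ADP, 45 min at RT, pH 7.2 TEA buffer. No-enzyme wells served as controls, and data were normalized before concentration-response fitting.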
# Sm TGR inh – blocks Schistosoma mansoni thioredoxin glutathione reductase; Q962Y6; purified TGR, DTNB reduction, TNB absorbance 405 nm; Potency, µM (doses to about 114 µM), without a hit: at the top dose activity change, negative = inhibition, most hits filed as inhibitors; 3% of 360,000 active; also: nearly all actives have a fitted effect of over 60% in size
#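 First, TGR (20 nM dispensed) and NADPH were mixed with compound. Second, a 15 min room-temperature incubation followed. Third, further NADPH and then DTNB were added to start the reaction. Finally, TNB absorbance was monitored kinetically.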
# LmPK inh – inhibitors of Leishmania mexicana pyruvate kinase | Q27686 | purified LmPK, Kinase-Glo ATP luminescence, 1 h | Potency, µM (titrated, usually from 57.5 µM), for inactives: at the highest dose activity change, negative = inhibition, usual class: inhibitors | 0.37% of 290,000 active | AID 1721
# Target sequence (Q27686 whole entry, looked up): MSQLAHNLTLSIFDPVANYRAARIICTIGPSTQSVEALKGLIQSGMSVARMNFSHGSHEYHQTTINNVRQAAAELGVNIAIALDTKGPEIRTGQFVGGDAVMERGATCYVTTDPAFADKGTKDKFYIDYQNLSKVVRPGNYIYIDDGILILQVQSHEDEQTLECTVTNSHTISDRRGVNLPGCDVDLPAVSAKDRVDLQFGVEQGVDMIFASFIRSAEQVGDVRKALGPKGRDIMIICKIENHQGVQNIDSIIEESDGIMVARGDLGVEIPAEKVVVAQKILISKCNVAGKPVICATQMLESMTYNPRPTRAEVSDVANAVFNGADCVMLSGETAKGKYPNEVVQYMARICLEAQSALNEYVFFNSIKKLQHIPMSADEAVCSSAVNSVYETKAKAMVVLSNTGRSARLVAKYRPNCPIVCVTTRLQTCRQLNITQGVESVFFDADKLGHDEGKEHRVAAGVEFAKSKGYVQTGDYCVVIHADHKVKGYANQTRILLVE
#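 qHTS format; LmPK 0.1 nM; substrates PEP 0.5 mM and ADP 0.1 mM. One-hour room-temperature incubation, then coupled luciferase luminescence; 0.5 nM enzyme wells mark activation.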
# Pf growth 96h – inhibits malaria parasite growth, 96 h. P. falciparum luciferase reporter growth, 96 h. Potency, µM (highest dose often 28.7 µM), inactives show at the highest dose activity change, negative = inhibition, actives largely listed as inhibitors. 6.9% of 320,000 active. AID 504834
#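 P. falciparum expressing integrated firefly luciferase grown in erythrocytes (2% hematocrit, 0.05% parasitemia final) with compounds for 96 hours at 37 C, 5% CO2. Growth inhibition read as loss of luminescence after adding luciferase detection reagent.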
# HCV inh – blocks hepatitis C virus. Huh7.5.1 HCVcc-Cre infection, luciferase reporter, 44 h. Potency, µM (doses to about 41.8 µM), for inactives: at the highest dose activity change, negative = inhibition, most hits filed as inhibitors. 3.4% of 340,000 active
#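 Reporter virus HCVcc-Cre (~0.5 moi) infects cells exposed to compound; seeding density 1,000 cells/well with 4 h settling beforehand. Luminescence, 15 sec read, taken 44 h post-infection following a 15 min RT substrate incubation.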
# Pf growth 48h – P. falciparum growth inhibition at 48 hours (one generation). P. falciparum luciferase growth in erythrocytes, 48 h. Potency, µM (top dose mostly 28.7 µM), for the others: top-dose activity change, negative = inhibition, actives largely listed as inhibitors. 5.9% of 310,000 active
#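 Luciferase-expressing parasites in RBCs, 2% Hct / 0.1% parasitemia final; RPMI 1640 + 0.5% Albumax; 37 C, 5% CO2, one generation; luminescence read-out, lower signal = inhibition.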
# * hit, by the source's call; ? = inconclusive; / = not tested or not shown; & = joins results of further samples; [ ] = another dose, or the depositor's remark. Calls follow the shape of the dose curve; as a rule, active = well fitted curve in the direction sought with a large enough effect; inconclusive = small, poorly fitted or top-dose-only effect, or another doubt; inactive = no such curve, though single readings can be large; an effect the other way counts as inactive or inconclusive. % is scaled to controls: 0 for no effect and ±100 for the full control effect; potency is read from the fitted curve at half-maximal effect.
SMILES,TbPYK inhibitor,Sm TGR inh,LmPK inh,Pf growth 96h,HCV inh,Pf growth 48h
N#Cc1c(N)nc2c(c1-c1ccc(Br)s1)CCCC2,-8%,-9%,0%,-13%,11%,22%
CC(=O)C1C2c3ccccc3OC1(C)N=c1s/c(=C/c3cnn(C)c3)c(=O)n12 (stereo unspecified),3%,5%,-3%,2%,3%,-5%
O=C(O)c1cnn(-c2nc(-c3ccc(Br)cc3)cs2)c1C(F)(F)F,-5%,4%,9%,60%[activator],18%,-1%
Cc1ccc(CC2S/C(=C(/C#N)C(=O)N3CCOCC3)N(c3ccccc3)C2=O)cc1 (stereo unspecified),-8%,0%,-2%,1%,-6%,13%
COc1cccc(/C=N/NC(=O)CCCC(=O)NC2CCCCC2)c1,-2%,-3%,-3%,?,17%,-13%
N#CCCN1CCN(S(=O)(=O)c2ccc(S(=O)(=O)NC3CC3)cc2)CC1,4%,9%,4%,15%,8%,5%
COCCNC(=O)C(c1cccc(OC)c1)N(Cc1cccs1)C(=O)Cn1nnc2ccccc21 (stereo unspecified),-1%,0%,-7%,33%[activator],3%&22%,-25%
Cc1cn(CCC(=O)Nc2ccccc2N2CCOCC2)c2ccccc12,-1%,9%,2%,?,-21%,-5%
O=C(CN(c1ccccc1)S(=O)(=O)c1ccccc1)N/N=C/c1ccco1,2%,-26%,-4%,3.7µM*,-2%,7%
CCc1nnc(NC(=O)CN2C(=O)c3ccccc3C2=O)s1,-2%,-28%,0%,?,10%,6%
Oc1ccc(-c2n[nH]c(=S)n2Cc2ccccc2)cc1,?,2%,8.9µM*,?,-2%,6%
CCCCCn1c(=O)[nH]c2c(c1=O)CCC2,2%,-12%,0%,/,15%,2%
COc1cccc(C2=CC(c3cc(OC)ccc3OC)n3nnnc3N2)c1 (stereo unspecified),-5%,?,-10%,?,?,-12%
CCOc1ccc(C(=O)Nc2ccc3[nH]ncc3c2)cc1,8%,5%,-5%,12µM*,-21%,183%[activator]
O=S(=O)(c1ccc(Cl)cc1)N1CCCC(c2nc(-c3ccc(F)cc3)no2)C1 (stereo unspecified),0%,0%,/,-10%,13%,?
CCOc1cccc(-c2cc(C(=O)N/N=C/c3ccc(OC)c(CN4CCOCC4)c3)c3ccccc3n2)c1,5%,7%,-1%,?,-13%,-21%
CCOC(=O)c1c(C)[nH]c(C)c1S(=O)(=O)N1c2ccccc2CC1C (stereo unspecified),-2%,0%,5%,12%,5%,?
COc1cc(C(=O)N(C)Cc2cccc(OC)c2OC)ccc1OCC(=O)Nc1cccc(C(F)(F)F)c1,1%,6%,/,?,?,12µM*
O=C(N1CCN(c2ccccc2)CC1)C12CC3CC(CC(C3)C1)C2,4%,0%,2%,?,7%,?
COc1cc2c(cc1NC(=O)COc1ccc3ccccc3c1)oc1ccccc12,-8%,-11%,10%,4%,-6%,/
O=C(Nc1ccc(F)cc1)C1CC(=O)n2ncnc2N1 (stereo unspecified),-1%,5%,4%,?,9%,8%
CCc1c(C)nc(SCC(=O)N2CCN(c3ccccc3)CC2)[nH]c1=O,-11%,20%,-1%,0%,29%,27%
COc1ccc(N2CCN(C(=O)c3ccc(CNc4c(N5CCOCC5)c(=O)c4=O)cc3)CC2)cc1,-3%,?,4%,22%,-4%,?
Cc1cccc(NC(=O)CCC(=O)N/N=C/c2ccncc2)c1,-3%,-16%,0%,17%,5%,10%
COC(=O)[C@@H](NC(=O)NCc1cccc(OC)c1)C(C)C,3%,0%,4%,3%[5.75 µM],-3%,-8%

# Complete entries from above. Screens in order: TbPYK inhibitor, Sm TGR inh, LmPK inh, Pf growth 96h, HCV inh, Pf growth 48h
# Entry for `N#Cc1c(N)nc2c(c1-c1ccc(Br)s1)CCCC2` = -8%, -9%, 0%, -13%, 11%, 22%
# Entry for `CCCCCn1c(=O)[nH]c2c(c1=O)CCC2` = 2%, -12%, 0%, /, 15%, 2%
# Entry for `O=C(O)c1cnn(-c2nc(-c3ccc(Br)cc3)cs2)c1C(F)(F)F` = -5%, 4%, 9%, 60%[activator], 18%, -1%
# Entry for `Cc1ccc(CC2S/C(=C(/C#N)C(=O)N3CCOCC3)N(c3ccccc3)C2=O)cc1` (stereo unspecified) = -8%, 0%, -2%, 1%, -6%, 13%

# Copied from the listing, 2 compounds:
SMILES,TbPYK inhibitor,Sm TGR inh,LmPK inh,Pf growth 96h,HCV inh,Pf growth 48h
N#Cc1c(N)nc2c(c1-c1ccc(Br)s1)CCCC2,-8%,-9%,0%,-13%,11%,22%
CC(=O)C1C2c3ccccc3OC1(C)N=c1s/c(=C/c3cnn(C)c3)c(=O)n12 (stereo unspecified),3%,5%,-3%,2%,3%,-5%

# Continued:
SMILES,TbPYK inhibitor,Sm TGR inh,LmPK inh,Pf growth 96h,HCV inh,Pf growth 48h
Cc1ccc(/C=C/C(=O)N2CCN(c3cccc(C(F)(F)F)c3)CC2)cc1,2%,-2%,4%,1%,-14%,7%
Cn1c(SCc2c(F)cccc2Cl)nc2ccccc2c1=O,1%,-3%,/,0%,-25%,56%[activator]
O=S(=O)(c1ccc(F)cc1)N1CCN=C1SCc1cccc(F)c1,1%,22%,-5%,?,?,?
CCCCc1c(C)nc2cc(-c3ccco3)[nH]n2c1=O,-3%,-29%,-4%,?,-24%,?
CCCN(CCC)[C@@H]1CCc2cccc(O)c2C1,7%,4%,-1%,4.1µM*,-20%,5.2µM*
OCCC1CN(Cc2ccc(F)cc2)CCN1CCc1ccccc1 (stereo unspecified),4%,-4%,7%,?,-15%,?
Cc1ccc2cccc(OCc3ccc(Br)cc3)c2n1,-5%,1%,7%,?,?,-16%
CSc1ccc(-c2nnn(Cc3ccccn3)n2)cc1,2%,19%,-1%,?,?,118%[activator]
Cn1cc(S(=O)(=O)CC(=O)N2CCCc3ccccc32)c2ccccc21,-4%,1%,2%,?,1%,/
O=C(Nc1ccc2ccccc2c1)c1ccccc1O,-1%,11%,-8%,?,?,-18%
COc1ccc(CCN(C)C(=O)CCNC(=O)c2ccc(Br)cc2)cc1OC,3%,-2%,2%,?,2%,?
CCCCCN1C=CC(=C2C(=O)c3ccccc3C2=O)C=C1,?,4%,?,3%,-8%,0%
COc1ccc(OC)c(-c2cc(C(=O)Nc3sc4c(c3C#N)CCC(C)C4)c3ccccc3n2)c1 (stereo unspecified),-18%,-18%,-3%,95%[activator],-7%,60%[activator]
CC(NC(=O)C(=O)N/N=C\c1cccc([N+](=O)[O-])c1)c1ccccc1 (stereo unspecified),-5%,7%,1%,?,-5%,20%
CCn1ncc(CN2CCCC(C(=O)c3cccc(OC(C)C)c3)C2)c1C (stereo unspecified),0%,-9%,6%,-13%,?,?
CCC(=O)Nc1ccc2nc3c(=O)[nH]c(=S)[nH]c3nc2c1,-3%,-15%,0%,?,-4%,/
O=C(CSc1nc(-c2ccc(F)cc2)nc2c1Cc1ccccc1O2)Nc1ccc(C(=O)O)cc1,-5%,-22%,4%,-10%,15%,?
CC1=C(C(=O)OCC2CCCO2)C(c2ccc(C)cc2)C2=C(CC(C)(C)CC2=O)N1 (stereo unspecified),0%,8%,0%,18%,-11%,18%
Cc1cc2nc(-c3ccc(SCc4ccc(C#N)cc4)nc3)[nH]c2cc1C,-4%,-18%,-5%,7.4µM*,11µM*,?
Cc1noc(C)c1S(=O)(=O)N1CCCC(C(=O)N2CCN(C3CCCCC3)CC2)C1 (stereo unspecified),-8%,-35%,1%,13%,-11%,-5%
COC(=O)c1cc(Br)c(=O)n(Cc2ccco2)c1,1%,-5%,-1%,26%,-23%,5%
CN(C)C(=O)COc1ccc2ccc(=O)oc2c1,-5%,21%,3%,1%,18%,17%
O=C(NC1=NCCS1)C12CC3CC(C1)CC(C(=O)NC1=NCCS1)(C3)C2,-14%,6%,-2%,-9%,?,-17%
Cc1cc(C)c(OCC(=O)N/N=C/c2ccco2)c(C)c1,-7%,4%,-3%,/,?,?
CCOC(=O)c1[nH]c2ccc(C)cc2c1N=C(C)N(C)C,3%,0%,0%,-22%,?,23%

# In the list so far, these have a Cl atom.
SMILES,TbPYK inhibitor,Sm TGR inh,LmPK inh,Pf growth 96h,HCV inh,Pf growth 48h
O=S(=O)(c1ccc(Cl)cc1)N1CCCC(c2nc(-c3ccc(F)cc3)no2)C1 (stereo unspecified),0%,0%,/,-10%,13%,?
Cn1c(SCc2c(F)cccc2Cl)nc2ccccc2c1=O,1%,-3%,/,0%,-25%,56%[activator]

# Further results follow.
SMILES,TbPYK inhibitor,Sm TGR inh,LmPK inh,Pf growth 96h,HCV inh,Pf growth 48h
COc1ccc(OC)c(/C=N\NC(=O)c2ccc(-c3ccccc3)cc2)c1,-6%,7%,0%,?,?,3%
C#CCOCCOCCOCCNc1nc(N2CCN(C(=O)[C@H](Cc3ccc(O)cc3)n3cc([C@@H](N)C(C)CC)nn3)CC2)nc(N2CCN(C(=O)[C@H](Cc3cc4ccccc4[nH]3)n3cc([C@@H](N)C(C)CC)nn3)CC2)n1 (stereo partly specified),1%,62%[activator],2%,?,25%,?
CCCCC1(Br)C(=O)N(c2ccccc2)N(c2ccccc2)C1=O,?,14µM*,/,-22%,0%,?
Cc1ccc(NC(=O)C2CCN(S(=O)(=O)c3c(C)n[nH]c3C)CC2)nc1,7%,0%,0%,60%[activator],5%,-4%
S=c1[nH]c(-c2cccs2)cn1-c1ccccc1,?,-11%,0%,?,-17%,?
COC(=O)C1[C@@H](OC)C(OC(=O)COc2ccc(OC)cc2)C[C@@H]2CN3CCc4c([nH]c5cc(OC)ccc45)[C@H]3C[C@H]12 (stereo partly specified),3%,/,/,6.7µM*,/,8.5µM*
CC(C)CNC(=O)CCCc1ccccc1,5%,-2%,-1%,66%[activator],8%,/
O=C(CNC(=O)c1cccc(-n2cnnn2)c1)Nc1ccc(F)c(F)c1,1%,-10%,/,6%,?,-3%
COc1cc(C(=O)NC(=S)NNC(=O)c2ccc3c(c2)OCO3)cc(OC)c1OC,-17%,9%,0%,-16%,?,9%
CCCc1cc(C(=O)N(C2CCCCC2)C2CCCCC2)no1,-2%,14%,-1%,17%,-9%,/
Cn1c(SCC(=O)N/N=C/C=C\c2ccccc2[N+](=O)[O-])nc2ccccc21,-8%,-9%,0%,?,-15%,8%
COc1ccccc1CNC(=O)C(CCSC)NC(=O)C1CCC(C)CC1 (stereo unspecified),3%,-6%,-2%,?,5%,/
OCc1n[nH]c(CO)n1,-12%,28%,-1%,30%,4%,0%
O=C(NCCc1nc2ccccc2[nH]1)Nc1ccccc1,1%,8%[11.4 µM],5%,/,2%,/
CCN(CC)CCN(Cc1cc2cc3c(cc2[nH]c1=O)OCO3)C(=S)NCc1ccco1,0%,-7%,7%,6.6µM*,-24%,-4%
Cc1ccc(C)c(S(=O)(=O)N2CCCOC2CNC(=O)C(=O)NCCc2ccco2)c1 (stereo unspecified),-14%,-16%,-5%,13µM*,0%,-5%
O=C(CSc1nc2ccccc2c(=O)n1CC1CCCO1)NCC1CCCO1 (stereo unspecified),0%,12%,-6%,5.2µM*,13%,-12%
CCOc1ccc(OCC(=O)Nc2c3c(nn2C(C)(C)C)CS(=O)(=O)C3)cc1,1%,0%,-3%,8%,/,1%
CC(C)OC(=O)c1c(N)n(Cc2ccco2)c2nc3ccccc3nc12,-16%,6%,-1%,146%[activator],-15%,-9%
CCC(C)NC(=O)CSc1ccc(Cl)cc1 (stereo unspecified),-3%,0%,-1%,3.3µM*,11%,53%[activator]
CCCC(C)C(=O)Nc1nnc(C)s1 (stereo unspecified),?,4%,-3%,/,18%,13%
COCCN(Cc1ccco1)C(=O)Cn1ncc2c(=O)oc3ccccc3c21,-11%,-22%,-1%,1%,-2%,7%
Cc1ccc(C(=O)CSc2nc3cccnc3n2C)cc1,-7%,-3%,0%,25%,?,18%

# Source: PubChem (National Center for Advancing Translational Sciences (NCATS))
